OXTR ag – human OXTR agonism | P30559 | activation, % at 3 µM | CHO-OTR cells, Fluo-8 calcium fluorescence; normalized: DMSO 0%, oxytocin 100% | 0.32% of 320,000 active;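 active = activation above the mean of all tested compounds plus 3 SD, cutoff set per screening run, cut at about 20% in these data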;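 also: peak over basal fluorescence ratio from a 100 s FLIPR kinetic read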
Target sequence (P30559 whole entry, looked up): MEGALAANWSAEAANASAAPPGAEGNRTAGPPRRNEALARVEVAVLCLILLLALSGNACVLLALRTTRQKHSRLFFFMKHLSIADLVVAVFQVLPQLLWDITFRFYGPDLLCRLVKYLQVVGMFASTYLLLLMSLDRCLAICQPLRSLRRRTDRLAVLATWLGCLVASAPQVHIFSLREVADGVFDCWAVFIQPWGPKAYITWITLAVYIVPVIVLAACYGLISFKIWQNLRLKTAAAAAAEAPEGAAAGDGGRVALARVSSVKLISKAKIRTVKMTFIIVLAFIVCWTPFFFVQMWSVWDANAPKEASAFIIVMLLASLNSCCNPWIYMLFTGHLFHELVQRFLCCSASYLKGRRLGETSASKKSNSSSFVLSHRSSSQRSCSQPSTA
CHRM1 antagonist – human CHRM1 antagonism | P11229 | CHO-K1 hM1, Fluo-8 calcium fluorescence, ACh EC80 antagonist | inhibition, % at 3 µM | 1.3% of 360,000 active;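 active = percent inhibition above its own plate's cutoff, namely the mean of that plate's compound wells plus 3 SD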;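 also: peak over basal fluorescence ratio during 140 s after agonist addition; 0% = ACh EC80 plus DMSO and 100% = DMSO alone without agonist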
TAAR1 antag – antagonists of human TAAR1 | Q96RJ0 | CHO RD-HGA16 TAAR1, Fluo-8 calcium fluorescence, antagonist | inhibition, % at 3 µM | 1.5% of 360,000 active;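 active = inhibition above a per-plate cutoff, the mean inhibition of test compounds on that plate plus 3 SD, cut at about 49% in these data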;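 also: 0% = DMSO plus EC80 beta-PEA response and 100% = DMSO alone without agonist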
Target sequence (Q96RJ0 whole entry, looked up): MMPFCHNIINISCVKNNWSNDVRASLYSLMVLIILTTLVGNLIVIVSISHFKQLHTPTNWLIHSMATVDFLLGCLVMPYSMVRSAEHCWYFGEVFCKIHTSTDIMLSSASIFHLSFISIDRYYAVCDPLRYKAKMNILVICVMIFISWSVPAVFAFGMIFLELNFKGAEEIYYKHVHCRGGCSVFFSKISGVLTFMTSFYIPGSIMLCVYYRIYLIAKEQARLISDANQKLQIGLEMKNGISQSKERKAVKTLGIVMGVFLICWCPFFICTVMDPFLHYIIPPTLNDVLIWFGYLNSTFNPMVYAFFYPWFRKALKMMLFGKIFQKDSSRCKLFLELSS
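System: RD-HGA16 CHO cells with stable hTAAR1 and Gα16 | Probe or stimulus: EC80 β-phenethylamine stimulus | Dosing: 3 µM, single point | Times: Dye loading 75 min at 37 °C, then 30 min room temperature | Measured by: Fluo-8 calcium-sensitive fluorescence | Read-out basis: % inhibition of agonist calcium response | Replicates: n of 1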
CHRM1 PAM – human CHRM1 positive allosteric modulation; P11229; CHO-K1 hM1, Fluo-8 calcium fluorescence, ACh EC20; 0% = ACh EC20, 100% = maximal ACh; activation, % at 3 µM; 0.088% of 360,000 active; AID 588819; in the data active = activation above about 19%, passing the limit was not always enough
M1 ag – agonists of human M1 muscarinic receptor. 0.33% of 360,000 active. P11229. CHO-K1 hM1, Fluo-8 calcium fluorescence, agonist mode; 0% DMSO, 100% acetylcholine EC100. AID 588814. activation, % at 3 µM;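 active = activation above the run's mean compound activation plus 3 SD, cut at about 16% in these data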;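 also: peak over basal fluorescence ratio within a 140 s kinetic read after compound addition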
CHO parental Ca – signal in parental CHO cells, OX1R antagonist counter-screen; parental CHO-K1, ATP-induced calcium, Fluo-8 fluorescence; inhibition, % at 5.6 µM; 0.63% of 330,000 active;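 active = inhibition above that plate's mean sample inhibition plus 3 SD, cut at about 26% in these data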;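 also: 0% = ATP-challenged DMSO wells and 100% = DMSO wells without ATP; some compounds past the cut are filed as inactive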
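Measured by: calcium-sensitive Fluo-8 fluorescence / Test system: CHO parental line / Controls: ATP-challenged DMSO wells low, unchallenged DMSO wells high / Measure: % inhibition / Compound: single nominal dose of 5.6 µM per compound / Replicates: single well per compound, no replicates / Reagent: ATP as calcium-mobilizing challenge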
TAAR1 ag – agonists of human TAAR1 | 0.99% of 360,000 active | activation, % at 3 µM | CHO RD-HGA16 TAAR1, Fluo-8 calcium fluorescence; vehicle wells 0%, saturating PEA agonist 100% | Q96RJ0;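 active = activation above the mean activation of all test compounds in the run plus 3 SD, cut at about 38% in these data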
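test system = CHO RD-HGA16 cells carrying human TAAR1 plus Gα16 | schedule = 17-24 h seeding, 75 min 37 °C dye, 30 min RT | compound dosing = 3 µM single concentration | control set = DMSO and PEA EC100 | replicates = n 1 | signal = Fluo-8 fluorescence, 5 s baseline then 140 s kinetic read | measure = percent activation vs PEA EC100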
OXTR potentiator – potentiates the human oxytocin receptor response | P30559 | CHO-OTR cells, Fluo-8 calcium fluorescence, potentiator mode; 0% = oxytocin EC15, 100% = EC100 | activation, % at 3 µM | 0.061% of 320,000 active;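 active = activation above that plate's cutoff, the mean activation of tested compounds plus 3 SD, cut at about 6.6% in these data, passing the limit was not always enough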;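 also: 100% uses oxytocin at 75 nM as the full agonist control; some results filed as inactive read as strong as hits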
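Replication – single well per compound, singlicate · Assay system – CHO cell line stably expressing human OTR · Timing – 6 min pre-incubation, 100 s read · Measure – normalized max/min fluorescence ratio, % activation · Doses – 3.0 µM, one dose · Detection – Fluo-8 calcium dye fluorescence · Probe or stimulus – oxytocin near EC15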
V1R ag counter – counter-screen for oxytocin receptor agonists: human V1a receptor agonists; P37288; CHO-V1R cells, Fluo-8 calcium fluorescence, agonist mode; 0% DMSO, 100% 3 nM vasopressin; activation, % at 3 µM; 0.25% of 320,000 active;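 active = activation above the mean activation of all tested compounds plus 3 SD, per screening run, cut at about 20% in these data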;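 also: signal is peak over basal fluorescence ratio across a 100 second FLIPR read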
Numbers without * were called inactive.

What do the screens show for `Cc1ccoc1C(=O)N1CCCC(CO)(Cc2ccc(F)cc2)C1` (stereo not given)?
CHRM1 antagonist: -3.8; TAAR1 antag: -1.1; CHRM1 PAM: 2.5; M1 ag: -2.2; TAAR1 ag: 0.1

Results for CCN(CC)S(=O)(=O)c1ccc(NC(=O)COc2c(OC)cccc2OC)cc1 ?
OXTR ag: 2.4; CHRM1 antagonist: 10.0; TAAR1 antag: 31.1; CHRM1 PAM: -7.9; M1 ag: 0.9; CHO parental Ca: -22.7; TAAR1 ag: 13.2; OXTR potentiator: -21.4; V1R ag counter: 6.0

What do the screens show for `COc1cccc(C(=O)C(C#N)=C(SC)SC)c1`?
OXTR ag: -1.3; CHRM1 antagonist: -7.6; TAAR1 antag: -21.5; CHRM1 PAM: 6.2; M1 ag: -1.6; CHO parental Ca: 10.5; TAAR1 ag: 0.5; OXTR potentiator: -5.0; V1R ag counter: 12.0

What do the screens show for `O=C(OCc1nc2ccccc2[nH]1)C1CCCCC1`?
OXTR ag: -1.1; CHRM1 antagonist: -4.2; TAAR1 antag: 3.8; CHRM1 PAM: 14.8; M1 ag: -0.7; CHO parental Ca: -9.9; TAAR1 ag: 7.4; OXTR potentiator: -4.5; V1R ag counter: 0.6

How did CCCCNC(=O)C(=O)NCCCn1ccnc1 do in these assays?
OXTR ag: 5.3; CHRM1 antagonist: 20.0; TAAR1 antag: 24.9; CHRM1 PAM: -7.1; M1 ag: -2.5; CHO parental Ca: -8.9; TAAR1 ag: 4.6; OXTR potentiator: -1.1; V1R ag counter: 0.6

What do the screens show for `c1cncc(-c2nnc(-c3cccs3)o2)c1`?
OXTR ag: -1.2; CHRM1 antagonist: -12.4; TAAR1 antag: -0.4; CHRM1 PAM: 8.6; M1 ag: -0.8; CHO parental Ca: 4.2; TAAR1 ag: 1.7; OXTR potentiator: -0.6; V1R ag counter: -0.4

What do the screens show for `O=C(C=C1NCCN1)c1ccccc1`?
OXTR ag: 0.0; CHRM1 antagonist: 21.3; TAAR1 antag: -28.6; CHRM1 PAM: -9.2; M1 ag: -0.1; CHO parental Ca: -11.5; TAAR1 ag: 1.1; OXTR potentiator: -6.1; V1R ag counter: -0.3

Results for NS(=O)(=O)c1ccc(NC(=S)NC(=O)c2ccc(Br)o2)cc1 ?
OXTR ag: 2.4; CHRM1 antagonist: -1.5; TAAR1 antag: 12.5; CHRM1 PAM: 3.3; M1 ag: -13.7; CHO parental Ca: 3.7; TAAR1 ag: 3.0; OXTR potentiator: -21.5; V1R ag counter: 2.2

What do the screens show for `O=C(CCCCCCN1C(=O)c2ccccc2C1=O)NC1CCCCC1`?
OXTR ag: 3.9; CHRM1 antagonist: -16.9; TAAR1 antag: 17.8; CHRM1 PAM: 8.3; M1 ag: -1.2; CHO parental Ca: -12.8; TAAR1 ag: 8.1; OXTR potentiator: -5.3; V1R ag counter: 5.2

What do the screens show for `COc1ccc(CNC(=O)C(=O)NCc2cccnc2)cc1`?
OXTR ag: -0.9; CHRM1 antagonist: -0.2; TAAR1 antag: 21.6; CHRM1 PAM: 2.1; M1 ag: -2.5; CHO parental Ca: -3.1; TAAR1 ag: 1.5; OXTR potentiator: -5.5; V1R ag counter: -0.3

Results for CCOC(=O)C1=C(C)N(C)C(=S)NC1c1ccccc1 (stereo not given) ?
OXTR ag: -2.1; CHRM1 antagonist: -5.2; TAAR1 antag: 7.9; CHRM1 PAM: 11.4; M1 ag: -8.4; CHO parental Ca: -14.4; TAAR1 ag: -1.5; OXTR potentiator: 4.1; V1R ag counter: 0.3

Results for Cc1ccc(NC(=O)c2ccccc2NC(=O)c2cccnc2)cc1 ?
OXTR ag: -1.5; CHRM1 antagonist: 1.1; TAAR1 antag: 14.8; CHRM1 PAM: -6.4; M1 ag: -4.0; CHO parental Ca: -21.2; TAAR1 ag: 8.3; OXTR potentiator: -16.8; V1R ag counter: -1.0

How did N#C/C(=C/c1cn[nH]c1-c1ccc(Br)cc1)C(=O)O do in these assays?
OXTR ag: 0.3; CHRM1 antagonist: 3.6; TAAR1 antag: -4.2; CHRM1 PAM: 0.7; M1 ag: -3.5; CHO parental Ca: 6.0; TAAR1 ag: 6.1; OXTR potentiator: -17.8; V1R ag counter: -0.5

Results for Cc1ccc(NC(=O)CSCC(=O)N(C)CC(=O)Nc2cccc(F)c2)cc1 ?
OXTR ag: -0.9; CHRM1 antagonist: -9.3; TAAR1 antag: -11.3; CHRM1 PAM: 6.9; M1 ag: -3.9; CHO parental Ca: -4.0; TAAR1 ag: 9.4; OXTR potentiator: 0.0; V1R ag counter: -1.1

Results for Cc1cc(C)nc(N(C#N)Cc2ccc(Br)cc2)n1 ?
OXTR ag: -1.5; CHRM1 antagonist: 11.6; TAAR1 antag: -13.7; CHRM1 PAM: -12.9; M1 ag: -5.8; CHO parental Ca: -6.3; TAAR1 ag: 2.9; OXTR potentiator: -8.8; V1R ag counter: -1.1

Overlap with the part before: 2 compounds, then new ones.
Results for Cc1ccc(NC(=O)CSCC(=O)N(C)CC(=O)Nc2cccc(F)c2)cc1 ?
OXTR ag: -0.9; CHRM1 antagonist: -9.3; TAAR1 antag: -11.3; CHRM1 PAM: 6.9; M1 ag: -3.9; CHO parental Ca: -4.0; TAAR1 ag: 9.4; OXTR potentiator: 0.0; V1R ag counter: -1.1

Results for Cc1cc(C)nc(N(C#N)Cc2ccc(Br)cc2)n1 ?
OXTR ag: -1.5; CHRM1 antagonist: 11.6; TAAR1 antag: -13.7; CHRM1 PAM: -12.9; M1 ag: -5.8; CHO parental Ca: -6.3; TAAR1 ag: 2.9; OXTR potentiator: -8.8; V1R ag counter: -1.1

How did CCCOc1ccc(/C=N/NC(=O)CSc2ccccn2)cc1OC do in these assays?
OXTR ag: -2.0; CHRM1 antagonist: -2.2; TAAR1 antag: -22.1; CHRM1 PAM: 2.2; M1 ag: -3.7; CHO parental Ca: -16.4; TAAR1 ag: 4.5; OXTR potentiator: -10.3; V1R ag counter: 5.6

What do the screens show for `O=C(COC(=O)CCc1c[nH]c2ccccc12)NCc1ccc2c(c1)OCO2`?
OXTR ag: 2.9; CHRM1 antagonist: -2.5; TAAR1 antag: -3.2; CHRM1 PAM: -0.8; M1 ag: -4.7; CHO parental Ca: -10.2; TAAR1 ag: 11.8; OXTR potentiator: -15.2; V1R ag counter: 4.2

Results for O=C(CCc1nc2ccccc2[nH]1)Nc1ccccc1F ?
OXTR ag: 0.1; CHRM1 antagonist: -7.2; TAAR1 antag: -9.1; CHRM1 PAM: -2.3; M1 ag: -1.6; CHO parental Ca: -10.3; TAAR1 ag: 4.0; OXTR potentiator: 2.0; V1R ag counter: 1.6

How did Cc1cnc(C(=O)OCC(=O)NCc2ccccc2)cn1 do in these assays?
OXTR ag: 1.3; CHRM1 antagonist: -8.5; TAAR1 antag: 2.8; CHRM1 PAM: 7.1; M1 ag: -1.0; CHO parental Ca: -11.9; TAAR1 ag: 2.3; OXTR potentiator: -17.1; V1R ag counter: 0.2

What do the screens show for `Cc1cc2nc(CN(C)C(=O)C3CCC(=O)N(C4CCCC4)C3)[nH]c2cc1C` (stereo not given)?
CHRM1 antagonist: -21.0; TAAR1 antag: -1.3; CHRM1 PAM: 8.9; M1 ag: -4.8; TAAR1 ag: 1.5

How did CCn1c(SCC(=O)N2CCOCC2)nnc1C(C)NC(=O)c1ccccc1 (stereo not given) do in these assays?
OXTR ag: -0.1; CHRM1 antagonist: 8.8; TAAR1 antag: -30.3; CHRM1 PAM: -6.3; M1 ag: -2.1; CHO parental Ca: -3.7; TAAR1 ag: 1.6; OXTR potentiator: -7.2; V1R ag counter: 0.0

How did COc1ccc(N(CC(=O)NCCSCc2cccc(Cl)c2)S(C)(=O)=O)cc1Cl do in these assays?
OXTR ag: 0.1; CHRM1 antagonist: -15.5; TAAR1 antag: 18.9; CHRM1 PAM: 17.9; M1 ag: -0.5; CHO parental Ca: -8.9; TAAR1 ag: -0.5; OXTR potentiator: -15.2; V1R ag counter: 1.6

How did CCN(CC)S(=O)(=O)c1cc(NC(=S)NC(=O)C2CCCC2)ccc1C do in these assays?
OXTR ag: 2.2; CHRM1 antagonist: -1.9; TAAR1 antag: 23.7; CHRM1 PAM: 1.4; M1 ag: -3.5; CHO parental Ca: -2.1; TAAR1 ag: 6.2; OXTR potentiator: -11.3; V1R ag counter: 3.9

What do the screens show for `Cc1ccc(S(=O)(=O)Nc2ccc3ccccc3c2[N+](=O)[O-])cc1`?
CHRM1 antagonist: -16.9; TAAR1 antag: -28.2; CHRM1 PAM: 6.2; M1 ag: -0.8; TAAR1 ag: -2.0

Results for O=C(NC(=S)NN1CCOCC1)c1cc(Br)ccc1Cl ?
OXTR ag: 0.9; CHRM1 antagonist: 19.8; TAAR1 antag: -5.7; CHRM1 PAM: -4.9; M1 ag: -1.6; CHO parental Ca: -1.5; TAAR1 ag: 0.3; OXTR potentiator: -9.1; V1R ag counter: 0.2

Results for Cc1ccc(C)c(NC(=S)N2CCCCC2CO)c1 (stereo not given) ?
OXTR ag: 0.0; CHRM1 antagonist: -0.6; TAAR1 antag: -2.5; CHRM1 PAM: 7.2; M1 ag: -2.5; CHO parental Ca: 6.2; TAAR1 ag: 2.6; OXTR potentiator: -7.7; V1R ag counter: -0.1

What do the screens show for `O=C(C[C@H]1C/C=C\C[C@H](NC(=O)OCC2c3ccccc3-c3ccccc32)C(=O)O[C@@H](c2ccccc2)CNC1=O)NCCO`?
OXTR ag: -0.1; CHRM1 antagonist: -6.1; TAAR1 antag: -21.6; CHRM1 PAM: 3.7; M1 ag: -7.6; CHO parental Ca: 6.2; TAAR1 ag: 1.8; OXTR potentiator: -5.4; V1R ag counter: 0.1

How did CN(C)S(=O)(=O)c1ccc(Cl)c(NC(=O)COC(=O)CN2C(=O)C3CCCCC3C2=O)c1 (stereo not given) do in these assays?
OXTR ag: 1.4; CHRM1 antagonist: -8.6; TAAR1 antag: -23.1; CHRM1 PAM: 4.4; M1 ag: 0.1; CHO parental Ca: -13.4; TAAR1 ag: 0.7; OXTR potentiator: -12.6; V1R ag counter: 0.9

Results for Cc1nn(-c2ccccn2)c2c1-c1nc(N)ncc1CC2 ?
OXTR ag: -0.9; CHRM1 antagonist: -7.0; TAAR1 antag: -11.5; CHRM1 PAM: 5.9; M1 ag: -4.2; CHO parental Ca: -9.6; TAAR1 ag: 8.3; OXTR potentiator: -3.9; V1R ag counter: -0.6

How did CCCOC(=O)c1[nH]c2c(c1C)C(=O)CC(c1ccc(OC)c(OC)c1)C2 (stereo not given) do in these assays?
OXTR ag: 8.3; CHRM1 antagonist: 2.7; TAAR1 antag: 6.8; CHRM1 PAM: -1.5; M1 ag: -7.0; CHO parental Ca: -10.5; TAAR1 ag: 0.2; OXTR potentiator: -3.2; V1R ag counter: 2.2

Screening results: PubChem BioAssay, The Scripps Research Institute Molecular Screening Center
